# UBC9 SUMO inh – SUMOylation inhibition | P63279 | HTRF SUMOylation assay, SAE1/SAE2 + UBC9, in vitro | inhibition, % at 35 µM | hit rate 0.36% among 290,000; in the data active = inhibition above about 50%, passing the limit was not always enough; also: strong numbers were not always called active
# Target sequence (P63279 whole entry, looked up): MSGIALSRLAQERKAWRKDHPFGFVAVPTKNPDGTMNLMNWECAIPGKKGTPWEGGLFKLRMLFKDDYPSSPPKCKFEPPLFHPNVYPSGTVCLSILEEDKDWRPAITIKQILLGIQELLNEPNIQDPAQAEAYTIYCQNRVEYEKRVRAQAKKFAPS
# HCV NS3 hel inh – HCV NS3 helicase inhibition; inhibition, % at 10.9 µM; hit rate 0.56% among 290,000; NS3 helicase DNA unwinding, Cy5 molecular beacon fluorescence; AID 1800;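 active = inhibition above the mean of all tested compounds plus 3 SD, set per campaign, cut at about 35% in these data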;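 also: 0% = DMSO wells and 100% = thioflavine S control wells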
#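 Test system: hepatitis C virus NS3 helicase domain fragment enzyme. Also added: annealed dual-labelled DNA beacon duplex, ATP-started. Timing: 60 min unwinding reaction at 25 °C after ATP addition. Technique: Cy5 fluorescence. Measure: % inhibition of unwinding.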
# CRFBP-R2 agonist – CRF-BP/CRF-R2 complex agonism. HEK293 CRF-R2/CRF-BP, calcium dye fluorescence (FLIPR); percent of saturating CRF peptide response. activation, % at 13.2 µM. hit rate 0.46% among 350,000. AID 588473;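 active = activation of at least 50%, plus an integration ratio under a set limit after plate pattern correction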;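 also: plate controls were neutral control wells without compound for no effect and CRF at EC100 for full effect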
# GalR3 antag – human GalR3 antagonism | O60755 | HEK293 GalR3-CNG cAMP membrane potential fluorescence; galR3 body fused to GalR1 C-terminus | inhibition, % at 3 µM | hit rate 0.44% among 360,000 | AID 651719;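 active = inhibition above the screen-wide average plus 3 SD, cut at about 13% in these data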;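 also: forskolin and galanin both at EC90 stimulate the cells; cAMP rise reported by CNG channel membrane potential dye signal; 0% = forskolin plus galanin with DMSO and 100% = forskolin alone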
# Target sequence (O60755 1-299 limits assumed): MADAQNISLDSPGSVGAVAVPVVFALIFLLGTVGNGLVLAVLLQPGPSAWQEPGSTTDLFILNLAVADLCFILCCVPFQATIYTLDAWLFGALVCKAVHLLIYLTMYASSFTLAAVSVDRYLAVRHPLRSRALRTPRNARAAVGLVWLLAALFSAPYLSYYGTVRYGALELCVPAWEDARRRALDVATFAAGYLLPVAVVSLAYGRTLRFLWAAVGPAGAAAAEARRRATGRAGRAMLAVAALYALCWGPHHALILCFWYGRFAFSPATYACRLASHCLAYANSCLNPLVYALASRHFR
# CRFBP-R2 block – antagonists of CRF-binding protein/CRF-R2 receptor complex. HEK293 CRF-R2/CRF-BP, CRF-induced calcium fluorescence. inhibition, % at 11.8 µM. hit rate 0.59% among 350,000;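 active = inhibition of the ligand-induced calcium signal above about 50% at the single tested concentration, limit read from the data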
# MEKK2 WT-MEK5 – raises or lowers MEK5 binding to wildtype human MEKK2 PB1 domain; Q9Y2U5; bead flow cytometry, Alexa488-MEK5 binding to MEKK2 WT; actives lie on both sides; binding response (% of control), % at 10 µM; hit rate 1.1% among 290,000; in the data active = binding response below about 67% or above about 130%
# DNA FID counter – counter-screen for HCV NS3 helicase inhibitors: DNA intercalator displacement. hit rate 0.17% among 290,000. AID 1845. DNA fluorescent intercalator displacement, fluorescence. inhibition, % at 7.9 µM; in the data active = inhibition above about 37%;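 also: 0% = vehicle and 100% = reference compound; higher means more ethidium bromide displaced from hairpin DNA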
# MEKK2 mut-MEK5 – signal of MEK5 binding to mutant human MEKK2 PB1 domain; bead flow cytometry, Alexa488-MEK5 binding to MEKK2 mutant; percent response, % at 10 µM; hit rate 0.35% among 290,000; in the data active = percent response above about 24%, passing the limit was not always enough; also: inactives centre near 1; some results filed as inactive read as strong as hits; reference of the scale not given here
# MEKK3 PB1 HTS – modulators (inhibitors or enhancers) of MEK5 binding to human MEKK3 PB1 domain. Q99759. bead-based flow cytometry, Alexa488-MEK5 binding to MEKK3; actives lie on both sides; 0 = blocked by unlabeled MEK5, 100 = vehicle. binding response (% of control), % at 10 µM. hit rate 1.4% among 290,000. AID 1529;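 active = binding response more than 3 SD above or below the average of its plate-row segment, actives on both sides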;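 also: Alexa488 bead fluorescence after subtracting the streptavidin-only scavenger bead signal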
# Target sequence (Q99759 whole entry, looked up, the tested form may be a part): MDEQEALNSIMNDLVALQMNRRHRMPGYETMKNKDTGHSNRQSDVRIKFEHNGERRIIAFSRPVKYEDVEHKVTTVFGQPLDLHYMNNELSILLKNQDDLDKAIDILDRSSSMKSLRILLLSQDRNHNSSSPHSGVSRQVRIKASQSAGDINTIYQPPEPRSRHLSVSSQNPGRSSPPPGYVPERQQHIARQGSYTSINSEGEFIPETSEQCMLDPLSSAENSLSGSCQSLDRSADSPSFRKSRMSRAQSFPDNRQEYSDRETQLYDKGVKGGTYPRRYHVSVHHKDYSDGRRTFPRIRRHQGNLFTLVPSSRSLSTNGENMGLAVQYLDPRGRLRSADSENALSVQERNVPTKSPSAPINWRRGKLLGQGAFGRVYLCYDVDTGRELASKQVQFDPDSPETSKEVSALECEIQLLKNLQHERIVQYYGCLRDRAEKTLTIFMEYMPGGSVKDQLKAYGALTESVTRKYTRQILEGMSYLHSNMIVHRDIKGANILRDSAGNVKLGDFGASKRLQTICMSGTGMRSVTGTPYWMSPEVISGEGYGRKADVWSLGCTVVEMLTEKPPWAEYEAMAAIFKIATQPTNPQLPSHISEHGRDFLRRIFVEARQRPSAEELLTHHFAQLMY
# Starred values were filed as active, the others as inactive; · = not tested or not shown; [ ] = another dose, or the depositor's remark. The list is partial; count on the stated rates, not on these rows.
SMILES,UBC9 SUMO inh,HCV NS3 hel inh,CRFBP-R2 agonist,GalR3 antag,CRFBP-R2 block,MEKK2 WT-MEK5,DNA FID counter,MEKK2 mut-MEK5,MEKK3 PB1 HTS
COc1ccc(-n2nc(C(=O)NCC(=O)NCc3ccccc3OC)c3ccccc3c2=O)cc1,-2,4,0.1,-7,-8,103,-12,3,99
COc1cc(OC)cc(C(=O)NC(C)CCc2ccccc2)c1 (stereo not drawn),0,-5,-1.4,-8,1,106,-21,2,100
CCSc1nnc(-c2ccc(S(=O)(=O)NCc3cccs3)cc2)o1,15,4,0.4,·,14,99,-19,0,101
O=C(Nc1ccccc1)c1sc(N2CCOCC2)nc1-c1ccccc1,3,-6,-3.1,-6,-11,105,-16,-5,93
Cc1c(NC(=O)c2ccc(F)c(S(=O)(=O)N3CCOCC3)c2)c(=O)n(-c2ccccc2)n1C,-22,5,0.1,-3,-18,102,-9,-1,96
Cc1ccc(OCC(=O)NC2CCS(=O)(=O)C2)cc1 (stereo not drawn),6,1,0.5,2,-6,106,-2,8,107
S=c1[nH]nc(Cc2ccccc2)n1-c1ccc(Cl)cc1,1,-4,-1.8,-4,-9,92,-13,-5,98
O=C(c1ccco1)N1N=C(c2ccc3nccnc3c2)CC1c1ccccc1 (stereo not drawn),13,-7,-0.3,-1,-5,95,-31,-4,98
CCNC(=S)N1CCN(c2ccccn2)CC1,15,5,0.4,-5,13,101,-4,2,100
CCCN1C2CCCC1CC(NC(=S)Nc1cccc(C)c1)C2 (stereo not drawn),7,-7,-0.3,-9,-15,108,8,6,102
CC(=O)NC(=S)Nc1ccc(S(=O)(=O)N2CCOCC2)cc1,6,-10,1.3,-5,16,98,0,-12,97
CC(=O)Nc1cccc(C(=O)OCC(=O)NC(C)c2ccc(F)cc2)c1 (stereo not drawn),11,2,-0.5,2,-5,93,-2,-4,101
COC(=O)c1ccc(COC(=O)c2cnccn2)cc1,9,3,-0.7,-4,9,102,0,3,101
CCOc1ccc(N(CC(=O)NCc2ccccc2)C(=O)Cn2nnc(-c3ccc(C)o3)n2)cc1,-1,-12,0.1,-9,3,103,-40,6,101
CCOC(=O)C1C(=O)NC(C)C1c1ccccc1 (stereo not drawn),-3,-1,-2.5,-1,18,106,-6,11,105
CC1CC(C)CN(C(=O)CCC(=O)Nc2nnc(C(C)C)s2)C1 (stereo not drawn),3,14,0.9,-7,-8,105,-37,7,105
Cc1ccc(S(=O)(=O)CCc2nc3ccccc3s2)cc1,19,-9,-2.8,-2,0,103,-14,5,100
CS(=O)(=O)N(CC(=O)NCc1ccc2c(c1)OCO2)Cc1ccc(Cl)cc1,10,-10,-0.8,-3,-8,110,-7,7,108
O=S(=O)(c1ccc(NCc2ccc(F)cc2)nc1)N1CCCC1,15,-2,-3.2,0,-5,101,-18,-2,99
CCOC(=O)C(=O)N1CCC(C(=O)OCC)CC1,7,-2,1.3,-2,14,95,-10,0,98
COc1cc(OC)cc(-c2nnc(SCC(=O)N(Cc3ccccc3)C(C)(C)C)o2)c1,-24,-10,-0.9,1,-4,103,-25,6,107
O=C1C(Cc2ccc(F)cc2)SC(=Nc2ccccc2)N1c1ccccc1 (stereo not drawn),-22,-3,12,-4,-11,110,-5,24,102
Cc1nonc1-c1ccc2c(c1)OCO2,1,3,-3.9,-2,20,101,2,7,103
COc1ccc(N(CC(=O)N2CCOCC2)S(C)(=O)=O)c(OC)c1,16,1,0.8,-2,-11,109,-3,11,107
CC(=O)N1N=C(c2cccs2)CC1c1cc2cc(C)ccc2nc1Cl (stereo not drawn),2,1,-2.4,2,11,102,-2,1,100
FC(F)(F)C1CCCN(c2nsc3ccccc23)C1 (stereo not drawn),-15,2,0.1,·,-17,97,-8,-3,99
COc1ccccc1CNC(=O)C(NS(=O)(=O)c1ccc2c(c1)oc(=O)n2C)C(C)C (stereo not drawn),-3,-5,-0.8,2,5,107,1,6,107
CCc1nc2sc(C)c(C)c2c(=O)n1CCO,7,7,3.8,-3,-10,107,-2,3,102
COC(=O)C1(NC(=O)NC2CCCCC2)CCCCC1,10,-5,-0.9,-6,-12,94,-1,-11,94
COc1cccc(NC(=S)N(CCN(C)C)Cc2cccs2)c1,0,-1,-1.0,-2,-6,103,1,4,102
CCc1ccc2oc(-c3cc(N)ccc3O)nc2c1,-2,12,5.8,-1,-10,100,0,1,101
Cc1ccc(S(=O)(=O)NCC(c2cccnc2)N(C)C)cc1 (stereo not drawn),29,1,-2.4,-3,22,104,-2,2,105
O=C(CSc1nnc(CNC(=O)c2c(F)cccc2F)o1)Nc1ccc2c(c1)OCCO2,6,-1,0.7,-4,-5,108,-6,6,104
NNC(=O)c1ccc(N2CCc3ccccc32)c([N+](=O)[O-])c1,-6,-3,-0.2,1,13,91,3,-6,99
CCc1ccc(NC(=O)CCS(=O)(=O)c2ccc(Cl)cc2)cc1,-14,-4,-2.9,-6,-11,101,-20,0,104
CCC(=O)Nc1cccc(NC(=O)CSc2nnnn2Cc2ccccc2)c1,16,-9,-0.7,-4,2,113,-11,10,109
CCc1nnc(NC(=O)CCN2C(=O)CCC2=O)s1,18,-2,-1.3,1,-9,91,-1,1,99
COc1ccc(Nc2oc(-c3ccc(Cl)cc3)nc2C#N)cc1,4,-6,0.8,-3,-20,101,1,-1,102
C=CCNC(=S)Nc1ccc(Cl)cc1F,3,-4,-1.3,-9,1,99,0,-39,94
O=C(NC(=S)NCCC1=CCCCC1)c1ccco1,8,0,-0.2,0,-8,104,-11,2,105

# Quoted at random: four entries already listed
SMILES,UBC9 SUMO inh,HCV NS3 hel inh,CRFBP-R2 agonist,GalR3 antag,CRFBP-R2 block,MEKK2 WT-MEK5,DNA FID counter,MEKK2 mut-MEK5,MEKK3 PB1 HTS
COc1ccccc1CNC(=O)C(NS(=O)(=O)c1ccc2c(c1)oc(=O)n2C)C(C)C (stereo not drawn),-3,-5,-0.8,2,5,107,1,6,107
O=C1C(Cc2ccc(F)cc2)SC(=Nc2ccccc2)N1c1ccccc1 (stereo not drawn),-22,-3,12,-4,-11,110,-5,24,102
CC(=O)N1N=C(c2cccs2)CC1c1cc2cc(C)ccc2nc1Cl (stereo not drawn),2,1,-2.4,2,11,102,-2,1,100
CCc1nnc(NC(=O)CCN2C(=O)CCC2=O)s1,18,-2,-1.3,1,-9,91,-1,1,99

# More structures:
SMILES,UBC9 SUMO inh,HCV NS3 hel inh,CRFBP-R2 agonist,GalR3 antag,CRFBP-R2 block,MEKK2 WT-MEK5,DNA FID counter,MEKK2 mut-MEK5,MEKK3 PB1 HTS
Cc1cnc(NC(=O)c2sc3ccccc3c2Cl)s1,4,-1,2.5,5,-73,100,-1,0,99
COc1ccccc1Nc1nccc(N(C)C)c1C#N,8,1,-1.9,-4,16,102,7,0,103
Cc1ccc(SC[C@H](Cc2ccccc2)N2CC[C@@H](C)CCC2=O)cc1,2,-8,-0.6,-4,4,101,-40,-2,103
CCCSc1nc(O)c(C(c2ccc(OC)c(O)c2)c2c(O)nc(SCCC)n(C)c2=O)c(=O)n1C,5,10,-5.5,-1,15,100,-3,-2,105
Cc1cc(NC(=O)c2ccc(S(=O)(=O)N(C)C)cc2)no1,11,17,-0.4,0,3,98,-1,-2,97
Cc1ccc(-c2noc(CN(C(=O)CCCN3C(=O)c4ccccc4C3=O)C(C)C)n2)cc1,·,-5,3.5,-4,-16,103,-16,-4,100
COc1ccc(C2CC2/C(C)=N/OC(=O)C2CC2)cc1 (stereo not drawn),10,-2,4.9,-4,2,65,-15,-12,60
CCOC(=O)c1c(C)[nH]c(C)c1S(=O)(=O)N(C)CC(=O)Nc1ccc(C)cn1,6,-2,-1.8,-7,5,101,-21,0,100
Cc1ccc(C(=O)NCCN2C3=NC[C@@H](Cc4ccccc4)N3C[C@H]2Cc2ccc(O)cc2)cc1Br,5,-58,-2.5,-5,1,185*,22,52*,107
O=C(CSc1ccc([N+](=O)[O-])cn1)Nc1ccc2c(c1)OCCO2,14,0,-0.3,-5,25,103,0,4,104
COc1ccc(-n2c(=O)c3ccccc3n(CC(=O)Nc3cccc(OC)c3)c2=O)cc1,10,9,-0.7,-8,1,62,-8,-16,50*[inhibitor]
Nc1ncc2c(n1)-c1ccccc1CC2,28,6,-1.1,-5,13,94,-15,-3,99
COc1ccc(S(=O)(=O)N(c2onc(C)c2Cl)S(=O)(=O)c2ccc(OC)cc2)cc1,2,-2,-1.5,-1,51*,114,10,5,110
O=S(=O)(/N=C(/Nc1ccccc1)c1ccccc1)c1cccs1,-1,5,0.0,-7,0,115,1,9,99
CCOc1ccccc1NC(=O)CCN(c1ccc(C)cc1)S(=O)(=O)c1ccccc1,-20,-6,1.3,-4,24,101,-23,-2,99
COC(=O)CSc1nnc(CNc2ccc(F)cc2)o1,12,-2,-0.3,-3,-5,97,-4,1,99
CCOC(=O)C1/C(=N\O)CC(C)(O)C(C(=O)OCC)C1c1ccc(OC)c(OC)c1 (stereo not drawn),-6,3,-1.4,0,12,·,-16,·,·
CC(C)COC(=O)C(N)C(C(=O)OCC(C)C)c1ccccc1 (stereo not drawn),4,-8,1.4,-4,5,106,-1,6,104
Cc1ccc(S(=O)(=O)NCCNC(=O)C2CCCNC2=O)cc1 (stereo not drawn),-6,0,-1.8,-5,1,109,-2,4,110
NC(=S)N=Nc1ccc(NN=C(N)N)cc1,-13,-20,0.7,·,-3,99,36,4,89

# Entries above shown as hits in MEKK3 PB1 HTS.
smiles | UBC9 SUMO inh | HCV NS3 hel inh | CRFBP-R2 agonist | GalR3 antag | CRFBP-R2 block | MEKK2 WT-MEK5 | MEKK2 mut-MEK5 | MEKK3 PB1 HTS
COc1ccc(-n2c(=O)c3ccccc3n(CC(=O)Nc3cccc(OC)c3)c2=O)cc1 | 10 | 9 | -0.7 | -8 | 1 | 62 | -16 | 50*[inhibitor]

# Next compounds.
SMILES,UBC9 SUMO inh,HCV NS3 hel inh,CRFBP-R2 agonist,GalR3 antag,CRFBP-R2 block,MEKK2 WT-MEK5,DNA FID counter,MEKK2 mut-MEK5,MEKK3 PB1 HTS
Cc1nc(NS(=O)(=O)c2ccccc2)sc1C(=O)NN,26,6,3.2,-1,26,89,1,-7,99
COc1ccccc1NC(=O)c1nn(-c2ccc(F)c(F)c2)ccc1=O,-22,-4,-2.2,-1,-12,103,1,11,108
CCOc1cc(N2CCOCC2)c(OCC)cc1NC(=O)Cn1[nH]c(=O)c2ccccc2c1=O,8,2,-3.3,-4,23,92,-2,2,106
Nc1cc(=O)[nH]c(SCC(=O)Nc2ccc(F)c(Cl)c2)n1,8,1,-0.5,-6,15,98,0,-1,100
Cc1ccc(C)n1-c1sccc1C(=O)O,29,25,2.0,·,-3,91,-32,-3,98
Cc1cc(C)cc(C(=O)Nc2cccnc2Cl)c1,-3,15,1.7,-2,68*,105,-6,0,101
O=C(Cc1ccccc1)N1CCN=C1SCc1cccc([N+](=O)[O-])c1,3,-14,2.7,1,12,97,1,4,104
Cc1sc(NC(=O)/C=C/C(=O)O)c(C(N)=O)c1-c1ccc(C(C)(C)C)cc1,7,36*,0.2,-6,21,103,-37,1,105
Cc1cc(Br)c(S(=O)(=O)NCc2ccncc2)cc1C,5,-5,2.7,101*,-7,100,-11,2,101
CCC(C)NC(=O)C(NS(=O)(=O)c1ccc2c(c1)c(=O)n(C)c(=O)n2C)c1ccccc1 (stereo not drawn),22,1,1.5,6,6,101,-4,2,105

# Part of the list above, showing only MEKK3 PB1 HTS.
Structure | MEKK3 PB1 HTS
CCc1nnc(NC(=O)CCN2C(=O)CCC2=O)s1 | 99
COc1ccc(Nc2oc(-c3ccc(Cl)cc3)nc2C#N)cc1 | 102
C=CCNC(=S)Nc1ccc(Cl)cc1F | 94

# Compound activity (PubChem BioAssay)
